Screens from PubChem.
thrombin 1536: human alpha-thrombin inhibitors, primary screen, counter-screen for coagulation protease inhibitor project, biochemical, 1536-well, fluorogenic AMC substrate; inhibition, % at 5 µM; Boc-VPR-AMC fluorogenic substrate cleavage; Prothrombin (Homo sapiens), P00734; actives 0.26% (n = 220,000);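 active = inhibition at or above 40%; inactive = inhibition below 40%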;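 also: 0% = enzyme with no compound and 100% = wells without enzyme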
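Material: Human alpha-thrombin protein | Buffer or medium: pH 7.5 Tris-saline with Tween 20 | Reagent: Boc-VPR-AMC substrate, 15 µM final | Schedule: Reaction at ambient temperature | Detection: AMC fluorescence at 355 nm excitation and 460 nm emission | Evaluation: Percent inhibition scaled between no-compound controls and no-enzyme blanks | Controls: no-compound enzyme wells and no-enzyme blanks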
Cl transport mod: KCC2 cotransporter modulators, thallium flux, primary screen, cell-based, HEK293 KCC2, FluoZin-2 fluorescence, MLSMR. Solute carrier family 12 member 5 (Homo sapiens), Q9H2X9. KCC2 cells, thallium flux FluoZin-2 fluorescence. B-score of Tl+ flux slope (higher = more flux/activation; lower = inhibition) at 10 µM. actives 2.2% (n = 190,000). AID 1456, 2008;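 active = thallium flux slope and its plate-corrected score both differing from the plate sample mean at a set confidence after two filtering rounds, in either direction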;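 also: slope of fluorescence scaled to starting intensity during 10 to 20 s after thallium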
Target sequence (Q9H2X9 whole entry, looked up): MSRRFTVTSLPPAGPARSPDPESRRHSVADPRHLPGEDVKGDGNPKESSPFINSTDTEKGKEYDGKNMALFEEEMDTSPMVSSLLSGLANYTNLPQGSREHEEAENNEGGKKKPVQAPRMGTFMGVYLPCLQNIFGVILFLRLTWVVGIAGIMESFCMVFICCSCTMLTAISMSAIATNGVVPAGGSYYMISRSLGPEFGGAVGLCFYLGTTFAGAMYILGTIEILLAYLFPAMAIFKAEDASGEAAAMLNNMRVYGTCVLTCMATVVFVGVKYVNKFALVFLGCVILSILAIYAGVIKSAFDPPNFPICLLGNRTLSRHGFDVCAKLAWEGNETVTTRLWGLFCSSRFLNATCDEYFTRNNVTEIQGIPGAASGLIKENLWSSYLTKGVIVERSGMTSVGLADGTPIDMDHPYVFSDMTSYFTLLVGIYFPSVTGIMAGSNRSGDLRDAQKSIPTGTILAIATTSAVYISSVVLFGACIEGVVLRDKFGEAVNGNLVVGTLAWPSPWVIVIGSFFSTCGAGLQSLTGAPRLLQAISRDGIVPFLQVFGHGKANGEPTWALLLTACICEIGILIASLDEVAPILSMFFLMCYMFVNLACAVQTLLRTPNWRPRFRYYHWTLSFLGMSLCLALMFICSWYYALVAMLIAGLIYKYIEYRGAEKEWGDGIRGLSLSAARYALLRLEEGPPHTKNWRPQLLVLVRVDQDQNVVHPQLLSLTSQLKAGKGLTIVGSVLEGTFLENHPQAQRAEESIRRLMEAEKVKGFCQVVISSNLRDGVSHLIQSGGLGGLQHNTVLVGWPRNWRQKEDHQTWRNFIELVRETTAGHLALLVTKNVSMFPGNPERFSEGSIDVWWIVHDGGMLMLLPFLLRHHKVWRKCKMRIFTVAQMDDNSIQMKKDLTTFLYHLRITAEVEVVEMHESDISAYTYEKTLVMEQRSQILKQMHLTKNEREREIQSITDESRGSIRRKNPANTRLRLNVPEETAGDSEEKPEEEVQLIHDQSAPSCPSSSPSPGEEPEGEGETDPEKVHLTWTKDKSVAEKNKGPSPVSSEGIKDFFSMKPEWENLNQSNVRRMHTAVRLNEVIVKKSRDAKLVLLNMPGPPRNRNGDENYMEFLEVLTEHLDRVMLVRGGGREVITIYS
PERK inhibitor: block of dimerizer-induced PERK translation repression, primary screen, PERK inhibitor project, CHO PERK-DD cells, SEAP luminescence, HTS. Eukaryotic translation initiation factor 2-alpha kinase 3 (Homo sapiens), Q9NZJ5. actives 0.17% (n = 220,000). inhibition, % at 5.6 µM. AID 1416, 2008. CHO PERK-DD fusion, SEAP luminescence translation reporter;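 active = inhibition above the mean inhibition of all tested compounds plus 3 SD, set separately per screening campaign, cut at about 2.9% in these data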;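 also: PERK kinase domain activated by AP20187 dimerizer at 100 nM; 0% = DMSO with dimerizer and 100% = rapamycin at 8.4 µM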
hK5 inh: human KLK5 protease inhibitors, primary screen, biochemical, 1536-well; recombinant hK5, fluorogenic AMC substrate cleavage; inhibition, % at 5 µM; actives 0.59% (n = 210,000); AID 873, 2007;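 active = inhibition of 40% or more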;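 also: 0% = enzyme controls without compound and 100% = no-enzyme blanks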
Furin inh: human furin inhibitors, primary screen, biochemical, fluorescence intensity; inhibition, % at 30 µM; actives 0.061% (n = 220,000); P09958; AID 463115, 2010; purified furin, fluorogenic substrate cleavage; in the data active = inhibition above about 25%; also: inactives centre near -15
Rad51 HR inh: human RAD51 strand exchange inhibitors, primary screen, biochemical, fluorescence; hRad51 DNA strand exchange, fluorescence dequenching; inhibition, % at 10 µM; actives 0.085% (n = 200,000); DNA repair protein RAD51 homolog 1 (Homo sapiens), Q06609;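 active = inhibition above 40% at the single screening dose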;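 also: 0% = DMSO control wells and 100% = blanks with heterologous ssDNA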
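Test system: preformed human Rad51 ssDNA filaments. Compound dosing: single dose, 10 µM final compound. Incubation: filaments 15 min 37 °C, then compound 30 min. Technique: FRET fluorescence dequenching, excitation 485 nm, emission 520 nm. Read-out basis: percent inhibition from fluorescence, normalised to plate control and blank means. Benchmarks: plate controls and plate blanks.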
FXIIa inh: human FXIIa protease inhibitors, primary screen, biochemical, 1536-well; purified FXIIa, Boc-QGR-AMC fluorogenic substrate, 2 h; actives 0.3% (n = 220,000); inhibition, % at 5 µM; AID 800, 2007; in the data active = inhibition above about 40%;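 also: 0% = enzyme with no compound and 100% = blank without enzyme; many of its hits are not listed in these tables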
Calpain2 inh: inhibitors of pig calpain II, primary screen, biochemical, fluorogenic peptide substrate, 1536-well | actives 0.37% (n = 220,000) | purified calpain II, 30 min | inhibition, % at 16 µM;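 active = inhibition above about 50%, limit read from the data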
FXIa inh 1536: human FXIa protease inhibitors, primary screen, biochemical, 1536-well; purified FXIa, Boc-Glu-Ala-Arg-AMC fluorogenic substrate; inhibition, % at 5 µM; actives 0.14% (n = 220,000); AID 798, 2007;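 active = inhibition of at least 40%; inactive = inhibition below 40%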;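 also: fluorescence of freed AMC excited at 355 nm; 0% = enzyme without compound and 100% = no enzyme blank; many of its hits are not listed in these tables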
Starred values were filed as active, the others as inactive; i = inactive; nt = no result given; [ ] = remark or other dose. These rows are one share of the data (hit frequency here may not be typical).

cpd	SMILES	thrombin 1536	Cl transport mod	PERK inhibitor	hK5 inh	Furin inh	Rad51 HR inh	FXIIa inh	Calpain2 inh	FXIa inh 1536
1	O=C(CN1C(=O)c2cccnc2C1=O)c1ccccc1	-1	-0.041	0.6	-5	-21[20 µM]	7	5	-17	-2
2	Cc1nc2ncnn2c(N2CCN(C(c3ccccc3)c3ccccc3)CC2)c1C	17	nt	-0.1	30	-18	3	15	-19	13
3	Cc1ccc(C2c3c(C)nn(-c4ccc([N+](=O)[O-])cc4)c3N=C3C(=O)Nc4ccccc4N32)cc1 (stereo not drawn)	-2	-0.81	-0.1	0	-5	-16	6	-69	0
4	Fc1cccc(Cl)c1/C=N/n1c(-c2cccnc2)n[nH]c1=S	-8	0.35	-0.5	0	-14	3	7	14	-5
5	COc1cc(OC)cc(C(=O)OCC(=O)Nc2sccc2C(N)=O)c1	-11	0.93	-0.4	-8	-11	6	0	-47	-6
6	CS(=O)(=O)N(Cc1ccc(C(=O)NC2CCCC2)cc1)c1ccccc1	1	-0.54	-1.1	0	-3	-19	5	37	-5
7	O=C(Nc1nc(-c2ccccn2)cs1)C1CC1	-1	0.47	0.7	-5	-9	6	1	-35	-7
8	O=C1c2ccccc2C(Nc2ccc3c(c2)OCCO3)N1c1ccc(Cl)cn1 (stereo not drawn)	-6	0.025	0.3	0	-17	3	3	12	-11
9	COc1cc(CC(=O)NCCc2ccc(OCc3ccccc3)cc2)c([N+](=O)[O-])cc1OC	-7	0.25	0.3	-14	-12[20 µM]	0	5	-74	-1
10	Cc1ccc(S(=O)(=O)N(CC(=O)NCC2CCCO2)c2cccc([N+](=O)[O-])c2)cc1 (stereo not drawn)	0	0.74	0.6	nt	-15	nt	10	31	3
11	C=CCC1(CC=C)CCCN1C(=O)CC1C(=O)NCCN1Cc1cc(OC)cc(OC)c1 (stereo not drawn)	-2	nt	1.1	nt	-22	-22	8	0	0
12	O=c1[nH]nc(Cc2ccc(-c3ccc(Cl)cc3)o2)c2ccccc12	10	nt	-0.2	-6	-14[20 µM]	-3	15	-321	-4
13	CC(=O)Nc1cc(C(=O)NCc2ccco2)ccc1Sc1ccc(Cl)cc1	-11	0.34	-0.1	-11	-16	-1	2	8	4
14	CC(C(=O)NC1CCCC1)N(C(=O)c1ccc(-c2ccccc2)[nH]1)c1ccccc1F (stereo not drawn)	-1	-1.8	-0.1	2	-12[20 µM]	-2	-6	8	0
15	COc1ccccc1OCc1ccc(C(=O)NN)o1	0	1.1	0.5	0	-6	-18	14	13	7
16	COc1ccc(OCC(=O)N/N=C/c2ccncc2)cc1	-14	0.5	0.9	-3	-16	6	5	-3	-3
17	CCCCn1c(CN2CCN(c3cccc(Cl)c3)CC2)nc2c1c(=O)[nH]c(=O)n2C	1	0.015	0.0	-5	-12[20 µM]	-11	11	-28	4
18	CCCCn1c(=O)n(CC(=O)Nc2c(CC)cccc2CC)c(=O)c2c1nc(CO)n2CCC	-3	nt	-0.7	4	-24	0	7	14	-1
19	O=C(/C=C/c1ccc(Cl)cc1Cl)NCc1ccco1	-3	nt	0.4	-22	-18	-1	-2	-9	-6
20	O=C(NCc1ccc(Cl)cc1)NCc1ccc(Cl)cc1	7	-0.19	2.0	-3	-33	33	7	-9	-2
21	Cc1nnc(C)n1/N=C/c1cc(Br)ccc1O	-3	nt	0.1	-8	-20	-1	4	-388	3
22	O=C1C2CC=CCC2C(=O)N1c1n[nH]c(-c2ccccc2)n1 (stereo not drawn)	-5	nt	0.4	-15	-11[20 µM]	-2	13	25	0
23	CS(=O)(=O)Nc1ccc(C2=NN(C(=O)c3ccco3)C(c3ccc(F)cc3)C2)cc1 (stereo not drawn)	2	-1.8	-0.7	-18	-10	6	-3	-31	1
24	Cc1ccc(C(=O)Nc2ccc3c(c2)CCC3)cc1	0	-0.36	-0.2	-15	-18	5	1	-8	-4
25	COc1ccc2c(c1OC)C(=O)OC2CC(=O)c1ccc(O)c(O)c1 (stereo not drawn)	-9	1.1	1.1	-30	-13[20 µM]	1	14	30	4

Some of these compounds in order of count of non-hydrogen atoms, rising.
cpd	SMILES	thrombin 1536	Cl transport mod	PERK inhibitor	hK5 inh	Furin inh	Rad51 HR inh	FXIIa inh	Calpain2 inh	FXIa inh 1536
21	Cc1nnc(C)n1/N=C/c1cc(Br)ccc1O	-3	nt	0.1	-8	-20	-1	4	-388	3
8	O=C1c2ccccc2C(Nc2ccc3c(c2)OCCO3)N1c1ccc(Cl)cn1 (stereo not drawn)	-6	0.025	0.3	0	-17	3	3	12	-11
10	Cc1ccc(S(=O)(=O)N(CC(=O)NCC2CCCO2)c2cccc([N+](=O)[O-])c2)cc1 (stereo not drawn)	0	0.74	0.6	nt	-15	nt	10	31	3

New compounds follow.
cpd	SMILES	thrombin 1536	Cl transport mod	PERK inhibitor	hK5 inh	Furin inh	Rad51 HR inh	FXIIa inh	Calpain2 inh	FXIa inh 1536
26	COc1ccc(-c2noc(C3CCCN(C(=O)Nc4ccccc4)C3)n2)cc1 (stereo not drawn)	-2	-1.3	0.6	-1	-25	1	6	7	-3
27	CCOc1ccccc1OCC(=O)O	4	0.84	0.1	-6	-11	-1	14	-6	7
28	CCCN(CCC)C(=O)C[n+]1cccc(/C=N/O)c1	2	-0.096	0.2	-16	-20	nt	8	-2	7
29	CC(=O)c1cccc(S(=O)(=O)Nc2cccc(S(=O)(=O)NC3=NCCC3)c2)c1	-11	-0.93	0.4	-18	-15	1	-1	5	-2
30	CCOCCCNCC(=O)N1CCN(S(=O)(=O)c2ccc(C)cc2)CC1	3	-0.66	0.5	-19	-15[20 µM]	6	19	-19	-1
31	CCOc1ncccc1C(=O)OCC(=O)NC1CC1	1	1.3	1.3	-5	-18	-23	3	3	-2
32	NC(=O)c1c(NC(=O)c2cnccn2)sc2c1CCCC2	-7	0.036	0.7	-7	-12	-3	0	-8	-4
33	CC(C(=O)N1CCN(c2ccc([N+](=O)[O-])cc2)CC1)N1C(=O)C2CC=CCC2C1=O (stereo not drawn)	0	0.34	1.2	nt	-17	nt	10	-27	3
34	CCOC(=O)N1CCN(C(=O)c2ccc(OCC)cc2)CC1	-31	-0.052	0.7	-7	-38	19	8	-23	-3
35	Oc1ccc2ccccc2c1/C=N/c1nc2c(s1)CCCC2	0	1.4	1.1	-7	-14[20 µM]	-9	13	8	8
36	COc1ccc(C(c2c(O)cc(C)oc2=O)c2c(O)cc(C)oc2=O)cc1	3	-0.13	0.9	8	18[20 µM]	-3	15	-10	5
37	Cc1ccc(/C=C/C(=O)N2CCN(S(=O)(=O)c3c(C)c(C)cc(C)c3C)CC2)o1	1	-0.49	0.2	-8	1	-18	1	-83	3
38	CN(/N=C/c1ccc([N+](=O)[O-])o1)c1ccccc1	-16	-0.76	-0.5	19	2	-19	18	33	20
39	COCc1ccc(CN2CCc3c([nH]c4ccccc34)C2C(C)(C)C)o1 (stereo not drawn)	-3	-0.38	-0.4	7	-21	4	10	1	2
40	N#Cc1c(SCC(N)=O)nc2c(c1-c1ccncc1)CCCC2	-3	0.64	0.8	7	-20	3	5	-10	-4
41	Clc1ccc(-c2cn3nc4c(nc3n2)CCCC4)cc1	1	nt	0.4	-24	-21[20 µM]	-14	9	-319	-1
42	CCn1cc(CNCc2cn(C)nc2-c2ccc(C3CCCCC3)cc2)cn1	0	-0.53	-0.1	nt	-22	nt	12	-11	1
43	Cc1cc(N=Nc2c(O)c3ccccc3[nH]c2=O)ccc1N=Nc1ccc(C(=O)N(C)C)cc1	2	-0.45	1.4	4	-28	14	15	-98	4
44	Cn1c2ccc(F)cc2c2ncn(CCN3CCOCC3)c(=O)c21	-3	0.45	-1.7	-21	-10[20 µM]	-6	-8	-53	-9
45	COc1ccc(CCNc2oc(-c3ccco3)nc2C#N)cc1	-3	-0.11	0.1	10	15[20 µM]	0	6	-94	-2
46	Cn1c(=O)c2c(nc(NC3CCCCC3)n2Cc2ccccc2)n(C)c1=O	-2	0.28	0.1	-13	-26	4	11	-24	3
47	Cn1c2c(c(=O)n(C)c1=O)C(CC(=O)Nc1ccccc1F)C(=O)N2 (stereo not drawn)	-7	-0.57	1.1	0	-8	7	1	8	-2
48	CCOC(=O)N1CCN(C(=O)c2cn(CC)c3ccc(S(=O)(=O)N4CCC(C)CC4)cc3c2=O)CC1	5	0.78	-0.2	-6	-16	1	4	8	-3
49	CCOC(=O)Cc1csc(NC(=S)NC(=O)c2ccc(C)cc2)n1	5	55*	1.4	-1	-4	-11	12	16	10
50	Cc1nc(SC2C=CS(=O)(=O)C2)n[nH]1 (stereo not drawn)	-4	nt	0.0	-24	-5[20 µM]	6	14	-22	-6
51	O=C(CN1C(=O)NC2(CCCCC2)C1=O)Nc1ccc2c(c1)CCC2	-2	-0.92	1.3	0	-28	-102	11	-23	2
52	CSCCC1C(=O)OC2(C)CC(C)(C)NC(=S)N12 (stereo not drawn)	3	1.4	2.1	-8	-9[20 µM]	1	10	-8	0
53	O=C1N=C(N2CCN(Cc3ccccc3)CC2)S/C1=C/c1cccs1	-2	-4.5	-0.2	5	-5	nt	8	-75	8
54	O=C(COC(=O)c1ccccc1)Nc1ccc(Cl)cn1	5	0.08	0.6	-15	-29	8	7	-12	10
55	CCOCCCNc1nc2c(C)cccn2c(=O)c1/C=C1\SC(=S)N(C(C)CC)C1=O (stereo not drawn)	2	-2.1	-0.3	17	2	i	12	-6	-6
56	O=C1C(=Nc2cccc(Cl)c2)CC(c2ccc(Cl)cc2)N1c1cccc(Cl)c1 (stereo not drawn)	-4	-0.31	0.7	-6	-26	-5	4	-35	3
57	CN=C(Nc1ccccc1)SC1CC(=O)N(c2cccc(OC)c2)C1=O (stereo not drawn)	-2	0.81	0.1	-17	-22	3	-1	6	-1
58	Cc1cccc(NC(=O)CSc2nncn2-c2ccccn2)c1	10	0.21	1.8	4	-27	-4	5	-30	2
59	Cc1ccc(C)c(NS(=O)(=O)c2cc(C(=O)N3CCCC3)ccc2Cl)c1	-4	0.15	0.7	nt	-24	nt	11	-18	-2
60	CCc1ccc(NC(=O)CSc2nc3ccccc3c(=O)n2CCCC(=O)N2CCCC2)cc1	-6	-0.7	-0.5	-2	-21[20 µM]	2	7	-25	0
61	Cc1cc(C)c(NC(=O)C2CCN(c3cnccn3)CC2)c(C)c1	-4	-0.49	-0.2	-11	-1[20 µM]	2	3	-37	0
62	O=C(Nc1nccs1)NC(C(F)(F)F)C(F)(F)F	4	0.041	-0.6	3	-7[20 µM]	-3	13	-41	1
63	O=C(CSCc1cnn(-c2ccccc2)c1-n1cccc1)NCc1cccs1	-1	-1.8	-1.8	3	-6[20 µM]	-2	5	2	-8
64	O=C(CSc1cc([N+](=O)[O-])cc(S(=O)(=O)Cc2ccccc2)c1)NC1CC1	-4	-1.4	1.2	-14	-15	1	5	-9	9
65	N#Cc1c(N)n[nH]c1CCCN	0	0.6	1.3	-5	-15[20 µM]	3	10	6	0
